Assay outcomes from PubChem BioAssay.
PriA SSB inh: inhibitors of Klebsiella pneumoniae PriA binding to SSB C-terminal tail, primary screen, biochemical, AlphaScreen. PriA–SSB C-terminal tail interaction (Klebsiella pneumoniae). AlphaScreen SSBct-PriA binding, biotinylated peptide. inhibition, % at 33 µM. 430,000 tested, 0.6% active. AID 1272365, 2023; in the data active = inhibition mostly above about 37%, no sharp cut-off; inactive = mostly below about 20%;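 note: plate controls were negative control peptide for no effect and reference peptide for full effect; strong numbers were not always called active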
Rv3671c protease: Rv3671c serine protease inhibitors, primary screen, biochemical, fluorescence polarization, M. tuberculosis H37Rv; P9WHR9; inhibition, % at 5.96 µM; 320,000 tested, 0.048% active; AID 2606, 2010; in the data active = inhibition above about 38%;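 note: extracellular domain of Rv3671c used as enzyme; 0% = enzyme with DMSO and 100% = no enzyme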
TcdB inh: TcdB glycohydrolase inhibitors, primary screen, biochemical, single point, plate reader. inhibition, % at 9.99 µM. 350,000 tested, 0.24% active. AID 652162, 2013. Toxin B (Clostridioides difficile), P18177. TcdB glycohydrolase enzymatic assay; in the data active = inhibition above about 10%
Target sequence (P18177 whole entry, looked up): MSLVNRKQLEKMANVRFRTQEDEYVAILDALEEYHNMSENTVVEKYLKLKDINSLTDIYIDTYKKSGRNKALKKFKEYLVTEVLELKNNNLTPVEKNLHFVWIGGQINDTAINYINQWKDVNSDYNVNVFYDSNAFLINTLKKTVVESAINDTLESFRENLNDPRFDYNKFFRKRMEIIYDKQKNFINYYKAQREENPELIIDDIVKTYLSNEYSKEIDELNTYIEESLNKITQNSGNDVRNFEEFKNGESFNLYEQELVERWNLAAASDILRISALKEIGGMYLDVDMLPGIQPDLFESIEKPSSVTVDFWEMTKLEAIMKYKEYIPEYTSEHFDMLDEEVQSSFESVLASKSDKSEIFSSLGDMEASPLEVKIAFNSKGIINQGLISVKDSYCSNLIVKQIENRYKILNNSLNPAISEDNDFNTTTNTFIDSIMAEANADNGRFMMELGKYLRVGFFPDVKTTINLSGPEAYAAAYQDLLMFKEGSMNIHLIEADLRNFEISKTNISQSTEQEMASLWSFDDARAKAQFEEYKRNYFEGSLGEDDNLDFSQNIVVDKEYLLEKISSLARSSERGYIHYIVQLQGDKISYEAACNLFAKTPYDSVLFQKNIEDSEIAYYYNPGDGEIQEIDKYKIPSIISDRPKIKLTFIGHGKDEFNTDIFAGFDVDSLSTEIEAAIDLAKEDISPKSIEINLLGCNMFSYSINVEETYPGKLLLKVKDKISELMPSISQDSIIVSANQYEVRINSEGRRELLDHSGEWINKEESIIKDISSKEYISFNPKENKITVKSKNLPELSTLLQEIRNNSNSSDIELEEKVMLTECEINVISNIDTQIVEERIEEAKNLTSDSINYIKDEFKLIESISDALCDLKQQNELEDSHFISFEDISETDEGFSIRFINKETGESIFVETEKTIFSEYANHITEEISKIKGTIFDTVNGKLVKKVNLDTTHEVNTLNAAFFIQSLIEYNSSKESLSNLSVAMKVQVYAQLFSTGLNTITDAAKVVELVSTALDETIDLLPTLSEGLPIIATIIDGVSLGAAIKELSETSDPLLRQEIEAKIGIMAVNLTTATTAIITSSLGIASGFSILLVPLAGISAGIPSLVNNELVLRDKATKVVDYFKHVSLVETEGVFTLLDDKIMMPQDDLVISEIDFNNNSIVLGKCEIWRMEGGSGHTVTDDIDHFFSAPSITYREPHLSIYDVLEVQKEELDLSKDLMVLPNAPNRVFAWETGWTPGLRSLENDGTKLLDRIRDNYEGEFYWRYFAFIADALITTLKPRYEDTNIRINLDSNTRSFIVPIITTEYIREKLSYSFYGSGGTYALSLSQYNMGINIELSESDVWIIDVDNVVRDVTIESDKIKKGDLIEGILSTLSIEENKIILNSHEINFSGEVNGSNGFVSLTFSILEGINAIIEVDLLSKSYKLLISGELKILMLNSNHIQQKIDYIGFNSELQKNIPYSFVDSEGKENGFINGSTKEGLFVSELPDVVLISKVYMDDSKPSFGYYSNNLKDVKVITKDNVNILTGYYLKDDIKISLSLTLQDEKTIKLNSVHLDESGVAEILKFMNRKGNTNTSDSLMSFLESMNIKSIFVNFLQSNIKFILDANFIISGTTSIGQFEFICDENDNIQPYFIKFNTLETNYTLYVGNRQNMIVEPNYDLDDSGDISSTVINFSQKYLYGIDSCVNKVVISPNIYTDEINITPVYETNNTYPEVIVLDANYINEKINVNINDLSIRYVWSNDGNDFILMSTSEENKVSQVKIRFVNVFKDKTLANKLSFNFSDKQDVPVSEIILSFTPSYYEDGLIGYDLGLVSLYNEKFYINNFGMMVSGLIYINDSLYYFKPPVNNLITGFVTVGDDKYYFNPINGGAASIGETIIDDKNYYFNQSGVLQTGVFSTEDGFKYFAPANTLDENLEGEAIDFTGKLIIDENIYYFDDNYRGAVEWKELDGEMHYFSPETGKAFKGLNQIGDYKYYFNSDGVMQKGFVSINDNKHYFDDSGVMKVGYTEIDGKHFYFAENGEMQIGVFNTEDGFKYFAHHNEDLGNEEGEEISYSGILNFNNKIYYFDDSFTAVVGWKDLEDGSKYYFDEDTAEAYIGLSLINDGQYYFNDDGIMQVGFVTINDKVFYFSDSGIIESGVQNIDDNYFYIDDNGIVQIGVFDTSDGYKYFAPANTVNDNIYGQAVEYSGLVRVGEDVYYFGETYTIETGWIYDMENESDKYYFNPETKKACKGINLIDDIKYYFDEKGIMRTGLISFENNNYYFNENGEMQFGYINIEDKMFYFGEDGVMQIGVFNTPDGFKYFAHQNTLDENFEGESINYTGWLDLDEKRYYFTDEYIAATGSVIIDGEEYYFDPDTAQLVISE
DUSP3 inh: VHR1 phosphatase inhibitors, primary screen, biochemical, absorbance, uHTS; Dual specificity protein phosphatase 3 (Homo sapiens), P51452; recombinant VHR phosphatase, pNPP absorbance; inhibition, % at 13.3 µM; 290,000 tested, 0.52% active; in the data active = inhibition above about 50%; note: some compounds called inactive have numbers as strong as hits
SARS 3CLpro inh: SARS-CoV 3CLpro protease inhibitors, primary screen, biochemical, quenched FRET; Replicase polyprotein 1ab (Severe acute respiratory syndrome coronavirus), P0C6X7; recombinant SARS-CoV 3CLpro, quenched FRET peptide cleavage; inhibition, % at 6 µM; 290,000 tested, 0.14% active; AID 1706, 2009; in the data active = inhibition above about 12%
MazEF act: activators of E. coli MazEF toxin-antitoxin RNase, primary screen, biochemical, fluorescence, uHTS. Endoribonuclease toxin MazF (Escherichia coli (strain K12)), P0AE70. FAM/BHQ RNA-DNA oligo cleavage fluorescence, 5 h. activation, % at 20 µM. 350,000 tested, 0.32% active. AID 504720, 2011; in the data active = activation above about 50%
BH1578 lux ind: inducers of Vibrio cholerae quorum light production without autoinducers, primary screen, BH1578 luxS cqsA deficient, single point; activation, % at 18.7 µM; V. cholerae BH1578 lux reporter, luminescence, 6 h; 350,000 tested, 0.16% active; in the data active = activation mostly above about 9.7%, no sharp cut-off; inconclusive = no clear call, values can overlap the other calls; inactive = mostly below about 3.7%; note: not every result past the cut was called active; inactives centre near 0; reference of the scale not given here
Yp Topo-I inh: Yersinia pestis topoisomerase I inhibitors, primary screen, biochemical, cleavage product accumulation, plate reader, single point; DNA topoisomerase I (Yersinia pestis CO92); Y. pestis Topo-I cleavage product accumulation; activity, % at 10 µM; 360,000 tested, 0.064% active; AID 504884, 2011; in the data active = activity above about 50%, passing the limit was not always enough; inconclusive = no clear call, values can overlap the other calls; note: inactives centre near 2
CCHFV vOTU inh: CCHFV vOTU protease inhibitors, primary screen, biochemical, Pep-AMC substrate, fluorescence. AID 651958, 2012. inhibition, % at 11.5 µM. Crimean-Congo hemorrhagic fever virus L polyprotein viral ovarian tumor (vOTU) protease …. 370,000 tested, 0.55% active; in the data active = inhibition above about 30%; note: 0% = vehicle wells with enzyme and 100% = no enzyme wells
PrPC surface inh: inhibitors of human cell surface prion protein PrPC, primary screen, cell-based, TR-FRET. Major prion protein (Homo sapiens), P04156. TR-FRET read-out. inhibition, % at 13.8 µM. 370,000 tested, 0.43% active; in the data active = inhibition above about 24%; note: 0% = median of the test wells and 100% = reference compound wells
The depositor's hits bear a star; i = inactive; ? = inconclusive; / = not tested or not shown; & = joins results of further samples.

The first 4 entries, to show the layout:
SMILES	PriA SSB inh	Rv3671c protease	TcdB inh	DUSP3 inh	SARS 3CLpro inh	MazEF act	BH1578 lux ind	Yp Topo-I inh	CCHFV vOTU inh	PrPC surface inh
O=C(COc1ccc(F)cc1Br)N1CCN(S(=O)(=O)/C=C/c2ccccc2)CC1	-9.2	0.1	-0.5	28.4	1.5	-7.1	-0.2	35.0	-2.1	-4.6
NC(=O)c1cc2ccccc2o/c1=N/NC(=O)c1cccs1	/	0.4	1.4	14.0	4.0	4.5	i	0.2	-6.0	-18.4
COc1ccc(Cl)cc1C(=O)OCC(=O)N1CCCC(C)C1 (stereo unspecified)	-14.2	1.2	1.1	/	/	6.1	i	5.7	9.5	-3.5
COCCCNC(=O)Cn1nnc(-c2ccccc2NC(=O)c2ccc(F)cc2)n1	-1.0	-1.9	/	-8.0	1.2	1.9	i	-3.2	-7.7	-0.1

Main list, from the first entry:
SMILES	PriA SSB inh	Rv3671c protease	TcdB inh	DUSP3 inh	SARS 3CLpro inh	MazEF act	BH1578 lux ind	Yp Topo-I inh	CCHFV vOTU inh	PrPC surface inh
O=C(COc1ccc(F)cc1Br)N1CCN(S(=O)(=O)/C=C/c2ccccc2)CC1	-9.2	0.1	-0.5	28.4	1.5	-7.1	-0.2	35.0	-2.1	-4.6
NC(=O)c1cc2ccccc2o/c1=N/NC(=O)c1cccs1	/	0.4	1.4	14.0	4.0	4.5	i	0.2	-6.0	-18.4
COc1ccc(Cl)cc1C(=O)OCC(=O)N1CCCC(C)C1 (stereo unspecified)	-14.2	1.2	1.1	/	/	6.1	i	5.7	9.5	-3.5
COCCCNC(=O)Cn1nnc(-c2ccccc2NC(=O)c2ccc(F)cc2)n1	-1.0	-1.9	/	-8.0	1.2	1.9	i	-3.2	-7.7	-0.1
Cc1cccc(-n2ncc3c(NCc4ccco4)ncnc32)c1	-12.0	-8.3	/	11.8	3.6	7.2	-2.2	4.4	13.7	10.7
O=C(N/N=C/c1ccccc1OCC(=O)N1CCCC1)C(=O)Nc1ccccc1F	/	4.8	/	-6.9	-1.4	5.9	i	10.9	0.5	2.3
Fc1ccc(NC(=S)NCCN2CCOCC2)cc1	2.6	-11.2	-0.5	-9.2	0.8	-1.3	i	1.1	-12.9	-0.8
Cc1cc(-c2nc(C)c(C(=O)NNS(=O)(=O)c3cccc(C(F)(F)F)c3)s2)no1	4.3	-6.2	0.2	20.1	-0.1	6.5	i	-10.7	20.5	11.5
COc1ccc(CC2(CO)CCN(C/C=C/c3ccccc3OC)CC2)cc1	-1.2	2.1	-0.1	30.5	5.7	14.4	0.6	7.2	-1.9	-11.1
COc1ccc(-c2[nH]ncc2CN(C)C(C)c2ccncn2)c(F)c1 (stereo unspecified)	-13.9	-2.8	0.6	17.7	2.7	2.2	i	-6.0	-12.1	-0.3
COc1cccc(-n2c(C)nc3cc(C(=O)O)ccc32)c1	-4.1	-1.6	0.9	31.3	-0.1	-3.1	-5.0	3.4	-6.5	1.8
COc1ccccc1Nc1ccc(Nc2ccccc2OC)nn1	26.3	3.2	/	18.1	3.3	-0.3	0.4	-8.6	-2.2	-11.2
CCOC(=O)N1CCN(C(=O)CCN2C(=O)c3ccccc3S2(=O)=O)CC1	1.4&-14.0	-9.3	1.8	/	/	-1.4	i	9.0	-5.4	3.3
Cc1cccc(OCc2n[nH]c(=S)n2-c2ccccc2)c1	-21.6	-1.1	2.9	23.4	0.0	-8.4	-0.3	-5.1	-3.2	1.9
COc1ccc2nc(-c3ccccc3)nc(SCC(=O)NCC3CCCO3)c2c1 (stereo unspecified)	-3.8	4.0	0.0	6.9	0.2	-17.3	-0.4	-1.4	-5.7	2.8
CCn1c(COc2cccc(C)c2)nc2ccccc21	-24.6	-3.7	/	-9.1	3.0	-3.7	3.4	1.9	6.7	-7.5
CC(Nc1ccc(Cl)cc1)C(=O)NN (stereo unspecified)	-3.9	4.5	0.3	-7.2	3.3	7.2	0.6	1.1	-3.9	-5.2
CC(=O)Nc1cncc(-c2ccc(CN(C)C)cc2)n1	/	/	1.9	/	/	/	0.4	-6.3	-3.1	-6.8
O=C(Cc1ccccc1)NCCn1ccc2ccccc21	8.0	-0.8	0.1	-9.6	6.8	-7.2	-0.1	-0.7	16.2	15.7
CC(C)C1=NOC(C(=O)N2CCC(N3CCC(C(=O)N4CCOCC4)CC3)CC2)C1 (stereo unspecified)	8.0	8.1	0.5	37.0	0.6	1.9	-0.3	6.3	-13.4	3.7
Cc1ccc(/C=N/NC(=O)C(c2ccncc2)N2CCOCC2)cc1 (stereo unspecified)	i	0.4	-2.0	12.8	3.8	0.0	-0.4	-5.1	1.5	9.1
CC[N+](CC)(CC)CC(=O)Nc1c(C)cccc1C	-6.1	2.4	1.4	/	/	9.8	i	-2.4	20.8	-2.9
CC(C)NC(=O)C(=O)NCCN1CCN(C(=O)c2ccc(C(C)(C)C)cc2)CC1	-6.2	-3.2	1.2	25.7	7.7	1.4	i	4.9	-0.6	4.2
COC(=O)c1ccc(COn2nnc3ccccc32)cc1	-24.0	-4.5	1.4	3.1	4.1	2.4	-0.5	12.2	-4.5	1.4
O=C(CCCOc1ccccc1)N1CCN(S(=O)(=O)c2cccc(F)c2)CC1	-2.2	2.3	0.8	/	/	0.1	-0.7	?	-5.6	-2.7
Cc1cccc(N2C(=O)c3ccc(C(=O)Nc4cccc(C(=O)O)c4)cc3C2=O)c1	-6.0	-4.5	2.6	24.4	7.1	2.0	-0.3	8.2	18.1	6.0
CCOC(=O)c1c(-c2ccco2)csc1NC(=O)COC(=O)c1cnccn1	3.0	-3.9	1.6	/	/	6.3	i	17.7	2.3	-3.4
O=C(NCCN1CCOCC1)C1CCN(S(=O)(=O)N2CCCCC2)CC1	-15.4	-5.0	/	18.8	-1.1	2.0	i	7.6	-18.7	-3.4
CC(=O)Nc1ccc(CN2CCc3c([nH]c4ccccc34)C2C(C)(C)C)cc1 (stereo unspecified)	-11.0	9.9	2.0	1.0	2.3	-3.4	i	0.2	12.4	8.0
CCCC(=O)N1CCC1(C)C(=O)Nc1ccccn1 (stereo unspecified)	/	/	-1.9	/	/	/	0.3	0.0	-8.8	8.0
O=C1C(Cl)=C(N2CCCC2)C(=O)N1c1ccccc1F	-54.4	-1.9	0.8	9.8	-2.1	-10.3	-1.7	-1.3	4.7	-7.4
O=C(Nc1cccc(C(F)(F)F)c1)/C(=C\c1ccco1)NC(=O)c1cccs1	9.5	-8.3	1.1	-2.5	3.4	-2.8	-0.2	1.0	-9.8	-5.1
Cc1ccccc1Cn1c(C)c(C(=O)NCc2cccc(C(F)(F)F)c2)sc1=O	/	/	0.6	/	/	/	-0.5	13.6	5.4	-10.7
COc1ccccc1NS(=O)(=O)c1cccc(C(=O)N/N=C/c2cn(-c3ccccc3)nc2-c2ccccc2)c1	/	-103.2	/	-10.4	5.7	-10.1	-0.6	-1.2	-14.8	6.0
COCCNC(=O)/C(C#N)=C/c1ccc(OCc2ccccc2)cc1	-13.9	0.3	0.1	10.3	0.9	-2.7	i	3.0	-6.5	6.0
CCNc1ccc(Br)cc(C(=O)/C=C/c2ccc(Cl)cc2Cl)c1=O	-1.8	1.8	/	17.6	0.8	0.7	-0.2	-18.5	11.0	-2.2
Cc1ccc(OCC(=O)Nc2ccccc2F)cc1C	-5.5	-7.4	1.0	15.1	-2.2	0.9	-0.4	0.9	5.3	8.3
CN(c1ccccc1)S(=O)(=O)c1ccc(NC(=S)Nc2ccccc2)cc1	2.6	8.6	/	26.1	2.6	3.3	-0.4	4.0	-2.8	-3.0
CCn1c(=O)c2c(nc(SCC(=O)Nc3ccccc3)n2C)n(C)c1=O	5.8	-4.6	0.4	26.3	-0.8	-1.0	-0.4	1.5	2.6	-1.8
NC(=O)C1CCN(C(=O)COc2ccc3ccccc3c2)CC1	-15.5	-2.8	/	26.8	-0.7	-4.5	-0.6	-3.1	4.9	0.3
O=c1c2ccccc2nc2c3ccccc3ncn12	-1.6	6.8	1.3	11.9	0.6	2.7	-5.3	0.0	16.3	5.1
CC(C)(C)NCC(O)CON=C1c2ccccc2-c2ccccc21 (stereo unspecified)	-4.3	-3.2	1.2	16.9	1.6	26.6	i	-17.8	-3.8	15.5
O=C(CN1CCN(S(=O)(=O)c2ccccc2C(F)(F)F)CC1)NCc1cccs1	5.1	-0.9	2.3	/	/	-0.6	-0.6	15.8	-8.6	1.1
Cc1nn(C)c(C)c1CNC(=O)Nc1cccc(Cl)c1C	-6.0	-2.2	2.0	2.7	-0.1	-4.5	-0.3	2.1	-19.1	4.9
CCOc1ccc(NS(=O)(=O)c2cccc(C(=O)N(C)Cc3ccco3)c2)cc1	-3.1	-5.5	0.4	/	/	5.4	2.1	3.7	9.5	-0.5
COc1cc(O)c(/C=N/NC(=O)c2ccncc2)c(OC)c1[N+](=O)[O-]	/	13.8	0.8	6.3	4.1	1.3	-1.9	3.2	5.5	-2.4
COc1cc2c(C(=O)OCCN(C)C)c(CSc3ccccc3)n(C)c2cc1Br	11.9	12.1	-0.1	15.5	3.9	22.7	-0.2	-9.0	-4.0	-5.6
CC1CCN(c2cc(=O)n(C3CCCCC3)c(=O)[nH]2)CC1	-5.2	-0.6	2.1	15.1	0.1	-6.8	-1.1	3.7	5.9	-5.2
CCOC(=O)C1Oc2ccccc2C(c2ccoc2)=C1C(=O)OC (stereo unspecified)	5.3	/	/	/	/	9.5	i	0.9	/	/
Cc1cc(C)nc(N2CCN(c3nc(-c4ccccc4)nc4c3oc3ccccc34)CC2)n1	-4.6	/	1.1	/	/	4.7	-0.5	4.7	-8.5	-0.2
COCCNC(=O)C1(C)CCN(C(=O)c2ccc3c(c2)C(C)(C)CCC3(C)C)C1 (stereo unspecified)	/	/	0.1	/	/	/	0.2	8.1	-6.9	-4.1
CC(C)C[C@@H](CN)NC(=O)c1nc[nH]c1C(=O)N[C@@H](CC(=O)O)C(=O)CNC[C@H](C)NC(=O)c1nc[nH]c1C(=O)N[C@@H](CC(=O)O)C(=O)O	4.0	/	-0.7	/	/	-9.6	-0.9	-2.6	-10.6	-4.0
CN1CC(C(=O)c2ccc(F)cc2)C(c2c(F)cccc2Cl)C1 (stereo unspecified)	-19.1	-7.4	2.6	31.2	6.8	3.5	-1.6	-7.6	7.5	-19.1
COc1ccc(-n2c(C)c(C(=O)O)c3cc(OC)c4ccccc4c32)cc1	-5.6	-10.3	0.4	4.3	1.9	7.8	1.5	9.7	-5.4	5.4
C/C=C/c1ccc(OCCCCN2CCN(CC)CC2)c(OC)c1	3.5	3.4	0.5	31.2	6.6	0.0	-0.3	-0.1	1.6	1.3
Cc1cccnc1NC(=O)Nc1ccccc1	0.4	4.4	0.6	7.2	3.1	-17.1	i	-1.7	-8.2	2.4
COc1ccccc1-c1cc2ccccc2[nH]1	-23.4	3.8	/	22.3	-4.8	3.3	-0.4	1.4	-22.8	-0.5
COc1ccc(OC)c(CCNC(=O)CC2Oc3ccccc3NC2=O)c1 (stereo unspecified)	2.6	4.0	1.4	-7.8	-3.0	3.6	-0.2	1.2	3.7	-3.3

An excerpt, so the mix of outcomes need not match the whole.
